High-throughput results (PubChem)
RGS4 inhibitor = blocks human RGS4-accelerated GTP hydrolysis; Transcreener GDP fluorescence polarization, RGS4-accelerated GTP hydrolysis; Potency, µM (top dose mostly 114 µM), for the others: at the highest dose activity change, negative = inhibition, hits mostly inhibitors; 390,000 tested, 0.039% active; AID 504845; further: potency means the concentration at half of the fitted maximal effect; on the % scale 0 is the no-effect control and ±100 the full control effect; nearly all actives have a fitted effect of over 75% in size; some results filed as inactive show a strong effect at the top dose
Target sequence (P49798 whole entry, looked up): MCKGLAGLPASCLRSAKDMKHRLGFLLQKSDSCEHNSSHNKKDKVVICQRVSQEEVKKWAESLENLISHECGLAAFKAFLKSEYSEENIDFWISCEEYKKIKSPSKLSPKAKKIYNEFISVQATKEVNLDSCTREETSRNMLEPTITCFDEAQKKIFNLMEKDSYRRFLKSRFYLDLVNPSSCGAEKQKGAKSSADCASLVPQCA
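MLSMR compounds (23 nl, pin-transferred) preincubated 10 min at room temperature with a 500nM (2x) first reagent, then RGS4 at 900nM (2x) plus Transcreener GDP mix added; fluorescence polarization (620/688 nm) read before and after 90 min at 30 °C.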
POLH inh = DNA polymerase eta (human) inhibition; AID 588591; 390,000 tested, 1.2% active; Potency, µM (top dose mostly 114 µM), inactives show top-dose activity change, negative = inhibition, most hits filed as inhibitors; recombinant Pol eta, fluorescent DNA replication assay; further: potency means the concentration at half of the fitted maximal effect; on the % scale 0 is the no-effect control and ±100 the full control effect
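Fluorescent replication assay: 50 nM final substrate added after a 15 min room-temperature compound preincubation with 10 nM enzyme. Signal taken at 0 min and again at 10 min.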
APEX1 inh = inhibitors of human APE1 endonuclease. P27695. recombinant APE1, TAMRA/BHQ-2 abasic DNA cleavage fluorescence. Potency, µM (doses to about 65.8 µM), without a hit: at the top dose activity change, negative = inhibition, actives largely listed as inhibitors. 350,000 tested, 0.35% active. AID 2517;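 further: potency means the concentration at half of the fitted maximal effect; plate controls were vehicle for no effect and reference inhibitor for full effect; nearly all actives have a fitted effect of over 55% in size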
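Quantitative HTS: incision of a TAMRA/BHQ-2 double-stranded substrate bearing a tetrahydrofuran abasic site by 0.75 nM APE1 raises fluorescence. Substrate 50 nM final, added after 15 min compound preincubation at room temperature; progress as third-minus-first kinetic read difference.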
LDHA block = inhibitors of human lactate dehydrogenase A. AID 1347041. purified LDHA, NADH/diaphorase-resazurin fluorescence; stronger effect = lower value. P00338. 480,000 tested, 0.15% active. activity change, % (values are at about 110 or 230 µM); in the data active means activity change below about -30%; inconclusive means mostly about -25% to -30%;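 further: plate controls were DMSO wells for no effect and wells without enzyme for full effect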
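Resorufin fluorescence (ex540/em590), read at 0 and 20 min after diaphorase/resazurin addition, reports the NADH left after a 5 min room-temperature reaction of 2 nM human LDH5 with 0.06 mM NADH and 0.2 mM pyruvate.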
ALOX12 inh = inhibitors of human 12S-lipoxygenase ALOX12; purified 12hLO, xylenol orange hydroperoxide absorbance; Potency, µM (highest dose often 108 µM), for inactives: at the highest dose activity change, negative = inhibition, usual class: inhibitors; 580,000 tested, 1.1% active; further: potency means the concentration at half of the fitted maximal effect; on the % scale 0 is the no-effect control and ±100 the full control effect
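Purified human 12hLO at 150 nM in 25 mM Hepes, 0.01% Triton X-100, pH 7.0, preincubated 15 min at room temperature with compound. Reaction started with 40 uM arachidonic acid, 30 min at room temperature. Hydroperoxide measured by Fe-xylenol orange, 573/405 nm absorbance ratio.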
POLB inh = blocks human DNA polymerase beta activity. P06746. 340,000 tested, 1.3% active. Potency, µM (highest dose often 114 µM), for inactives: at the highest dose activity change, negative = inhibition, most hits filed as inhibitors. Pol beta primer extension/strand displacement, fluorescence kinetic; further: potency means the concentration at half of the fitted maximal effect; on the % scale 0 is the no-effect control and ±100 the full control effect
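Kinetic readout of DNA synthesis with strand displacement by Pol beta. Compound and 10 nM enzyme sit 15 min at room temperature; 50 nM substrate starts the reaction, read immediately and at 10 min.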
Anesthetic bind = candidate novel general anesthetic via apoferritin binding. P02791. apoferritin/1-aminoanthracene competitive binding, fluorescence. Potency, µM (highest dose often 77.5 µM), without a hit: at the highest dose activity change, negative = displacement, usual class: inhibitors. 350,000 tested, 0.074% active; further: potency means the concentration at half of the fitted maximal effect; on the % scale 0 is the no-effect control and ±100 the full control effect; nearly all actives have a fitted effect of over 20% in size
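Horse-spleen apoferritin (10 uM) was mixed with 50% saturated 1-aminoanthracene in PBS, exposed to compounds for 10 min at room temperature, and read for fluorescence (ex 380 nm, em 535 nm). Competitive displacement was fitted with a four-parameter Hill equation.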
Pol kappa inh = inhibitors of human DNA polymerase kappa; purified Pol kappa, fluorescent DNA synthesis assay, 10 min; 400,000 tested, 0.53% active; Potency, µM (series often up to 107 µM), for inactives: at the top dose activity, negative = inhibition, usual class: inhibitors; AID 588579; Q9UBT6; further: potency means the concentration at half of the fitted maximal effect; on the % scale 0 is the no-effect control and ±100 the full control effect
Target sequence (Q9UBT6 whole entry, looked up): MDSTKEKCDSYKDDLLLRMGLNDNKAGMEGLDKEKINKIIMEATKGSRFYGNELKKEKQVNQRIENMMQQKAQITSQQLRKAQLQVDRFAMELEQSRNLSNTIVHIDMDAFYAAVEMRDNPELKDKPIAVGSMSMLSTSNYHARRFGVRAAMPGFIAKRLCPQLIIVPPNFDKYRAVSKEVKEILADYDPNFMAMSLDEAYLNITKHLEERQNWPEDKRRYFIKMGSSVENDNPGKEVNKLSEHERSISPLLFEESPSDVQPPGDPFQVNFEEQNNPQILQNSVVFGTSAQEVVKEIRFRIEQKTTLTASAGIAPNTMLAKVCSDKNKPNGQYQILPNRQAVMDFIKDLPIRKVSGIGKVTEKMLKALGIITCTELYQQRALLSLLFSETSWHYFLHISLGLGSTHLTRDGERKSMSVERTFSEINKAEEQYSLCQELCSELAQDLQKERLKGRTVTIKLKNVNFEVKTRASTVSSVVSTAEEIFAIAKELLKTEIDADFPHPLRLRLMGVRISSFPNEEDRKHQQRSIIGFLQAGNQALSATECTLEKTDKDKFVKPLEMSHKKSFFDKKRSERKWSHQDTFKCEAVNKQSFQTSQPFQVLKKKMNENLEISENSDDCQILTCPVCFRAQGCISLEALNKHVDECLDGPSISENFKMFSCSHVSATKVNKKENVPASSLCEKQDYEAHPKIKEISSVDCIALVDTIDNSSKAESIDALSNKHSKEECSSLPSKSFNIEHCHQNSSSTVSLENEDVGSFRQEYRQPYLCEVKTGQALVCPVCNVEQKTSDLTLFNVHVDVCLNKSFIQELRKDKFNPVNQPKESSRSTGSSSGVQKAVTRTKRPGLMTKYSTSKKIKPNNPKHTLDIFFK
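Fluorescent qHTS in 1536-well format: enzyme (10 nM) and compound sat 15 min at room temperature before 50 nM substrate (final) was added. Signal taken at 0 and 10 min; no-enzyme buffer wells were negative controls.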
ERG Ets-DNA blk = blocks human ERG Ets domain binding to DNA. P11308. fluorescence polarization, His-ERG Ets domain / labelled DNA. Potency, µM (top dose mostly 76.9 µM), inactives show top-dose FP activity, negative = inhibition, hits mostly inhibitors. 370,000 tested, 0.028% active; active means well fitted inhibition curve with a large enough effect in the polarisation, with a control signal flat; inconclusive means small, poorly fitted or top-dose-only effect, or effect the other way, or a change in a side signal; inactive means no such curve, though single readings can be large or run the other way; the % refers to the polarisation;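 further: polarization taken with two DNA probes labelled with fluorescein and Texas red; potency means the concentration at half of the fitted maximal effect; % of control where 0% means no effect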
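His-tagged ERG Ets domain (1 uM in the protein solution; 300mM KCl, 50mM Tris-HCl, 1mM EDTA, 1mM DTT, pH 7.5) received compound, then a probe mix of 5 nM fluorescein-DNA and 100nM Texas-615-DNA. Fluorescence polarization was read for both dyes.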
* marks the source's active call; other numbers are inactive results; ? = inconclusive; · = no result given; & = joins results of further samples; [ ] = dose if it differs, or a comment. Unless noted, the call rests on the fitted dose curve; in most records, active means well fitted curve in the direction sought with a large enough effect; inconclusive means small, poorly fitted or top-dose-only effect, or another doubt; inactive means no such curve, though single readings can be large; an effect the other way counts as inactive or inconclusive. This is a subset (hit frequency here may not be typical).

ERG Ets-DNA blk	RGS4 inhibitor	APEX1 inh	LDHA block	ALOX12 inh	Pol kappa inh	Anesthetic bind	POLH inh	POLB inh	Compound
11%	4%	1%	0	·	5%	?	-8%	-1%	C=CCNC(=O)C(C#N)c1nc2ccccc2nc1N1CCN(Cc2ccccc2)CC1 (stereo not given)
0%	21%	·	-3	-15%	7%	9%	-18%	12%	Cc1ccc2c(c1)cc1c(=O)n(CC(=O)NC3CCCCC3)nc(C)n12
8%	-14%	?	0	12%	-13%	-11%	-15%	-2%	CCS(=O)(=O)Nc1ccc(C2=NN(C(=O)c3ccco3)C(c3ccc(C)cc3)C2)cc1 (stereo not given)
-2%	-14%	2%	-2	0%	-2%	-3%	-22%	0%	CC(=O)Nc1ccc(S(=O)(=O)NC2CCS(=O)(=O)C2)cc1Cl (stereo not given)
1%	2%	0%	-12	?	10%[60.1 µM]	-2%	8%	3%	CC(=O)Nc1ccc(NC(=O)CCn2c(=S)oc3ccccc32)cc1
11%	0%	4%	-1	4%	1%	-15%	-17%	1%	Cc1cc(C(=O)N2CCC(C(=O)O)CC2)c(C(F)(F)F)o1
-3%	2%	1%	-11	0%	-4%	-5%	1%	29%	COCC(=O)Nc1ccccc1C(=O)Nc1ccc(OC)cc1
3%	22%	1%	0	0%	-6%	1%	0%	?	Cc1ccc(S(=O)(=O)NNC(=O)c2cccc(O)c2)cc1
?	-10%	2%	-4	-5%	-4%	2%	-16%	31%[activator]	COc1ccc(NC(=O)C(=O)NCCCO)cc1Cl
18%	-15%	19%	-4	4%	-2%	·	-15%	·	O=C(NCCS(=O)(=O)N1CCN(c2ccccc2)CC1)c1ccco1
-2%	10%	15%	0	1%	0%	0%	-20%	22%	O=C(Nc1ccc([N+](=O)[O-])cc1)c1cccc(S(=O)(=O)Nc2cccnc2)c1
22%	-48%	-17%	-4	3%	-32%	-12%	-11%	?	COc1ccc(CCNC(=O)Cn2nnc(C(=O)Nc3ccc(Br)cc3)c2N)cc1OC
-16%[15.4 µM]	3%	2%	-3	9%	1%	-17%	-5%	-13%	O=C(Cn1cc([N+](=O)[O-])cn1)NCc1ccc(-n2cccn2)cc1
-5%	-15%	5%	-7	3%	-14%	-5%	-16%	-15%	O=C(NCCc1nc2ccccc2[nH]1)/C(=C/c1ccco1)NC(=O)c1ccco1
-4%	0%	-3%	-7	0%	-14%	-12%	?	?	O=C(CCC1COc2ccccc2O1)NCc1ccco1 (stereo not given)
6%	-19%	2%	2	·	-20%	-22%	7%	20%	Cc1ccccc1N1C(=O)c2sc3nc4c(c(=O)n3c2C1=O)CCC4
·	·	19%	·	11µM*	·	?	·	5µM*	Oc1ccc(/C=N/N(c2ccccc2)c2ccccc2)c(O)c1O
2%	-3%	14%	2	?	0%	·	-19%	·	Cc1cc(C)cc(C(=O)Nc2cc3c4c(c2)CC(=O)N4CCC3)c1
-5%	-11%	·	-2	-18%	-11%[60.1 µM]	-9%	-14%	17%	COc1ccc(-c2nn3c(=O)cc(CN4CCN(C(=O)c5ccc(OC)c(OC)c5)CC4)nc3s2)cc1
-3%	17%	17%	-6	-5%	-7%	2%	-3%	-3%	CCC(=O)c1ccc(Oc2nc3c(c(=O)n(C)c(=O)n3C)n2CC)cc1
-1%	15%	·	-3	1%	-26%	-13%	-4%	-1%	CC(=O)c1ccc(NC(=O)Cn2ncc3c(C)n(Cc4ccc(F)cc4)c(C)c3c2=O)cc1
6%	-3%	5%	-3	0%	-9%	-4%	-22%	40%	COC(=O)C1CN(C(=O)C(C)Oc2ccccc2F)c2ccccc2O1 (stereo not given)
-5%	2%	0%	4	-10%	-20%	-5%	1%	0%	COn1c(=O)c(=O)n(O)c2ccccc21
7%	-19%	·	6	?	3%	·	-8%	·	CCOC(=O)C(Cc1ccnnc1)=NO
·	2%	30%&8%	-2	-5%	-7%	·	-2%	·	O=C(OCC#CCSc1nnc(-c2cccc3ccccc23)o1)c1ccc(Cl)cc1
2%	8%	3%	1	3%	11%	·	-3%	·	O=C(C[C@H]1C/C=C/CC[C@H](Cc2ccc(F)cc2)C(=O)O[C@H](c2ccccc2)CNC1=O)NCCO
-3%	10%	4%	3	80%[activator]	-13%	-1%	-4%	2%	Cc1cn(CCC(=O)Nc2ccc(N3CCOCC3)cc2)c2ccccc12
7%	-6%	2%	-13	-4%	-12%	-19%	-15%	-13%	Cc1ccc(CNC(=O)CCCc2ccccc2)cc1
3%	20%	7%	-5	-1%	3%	-6%	0%	-6%	CC(C)n1c(NCCO)nc2ccccc21
5%	-14%	2%	-7	28%	-4%	4%	-19%	-12%	CCC1(C)Cc2nc3[nH]c(=S)n(-c4ccc(C)cc4)c(=O)c3cc2CO1 (stereo not given)

Three entries already listed, sorted by length of the SMILES, descending.
ERG Ets-DNA blk	RGS4 inhibitor	APEX1 inh	LDHA block	ALOX12 inh	Pol kappa inh	Anesthetic bind	POLH inh	POLB inh	Compound
2%	-3%	14%	2	?	0%	·	-19%	·	Cc1cc(C)cc(C(=O)Nc2cc3c4c(c2)CC(=O)N4CCC3)c1
18%	-15%	19%	-4	4%	-2%	·	-15%	·	O=C(NCCS(=O)(=O)N1CCN(c2ccccc2)CC1)c1ccco1
·	·	19%	·	11µM*	·	?	·	5µM*	Oc1ccc(/C=N/N(c2ccccc2)c2ccccc2)c(O)c1O

Reprinted at random: two compounds from above
ERG Ets-DNA blk	RGS4 inhibitor	APEX1 inh	LDHA block	ALOX12 inh	Pol kappa inh	Anesthetic bind	POLH inh	POLB inh	Compound
6%	-19%	2%	2	·	-20%	-22%	7%	20%	Cc1ccccc1N1C(=O)c2sc3nc4c(c(=O)n3c2C1=O)CCC4
3%	22%	1%	0	0%	-6%	1%	0%	?	Cc1ccc(S(=O)(=O)NNC(=O)c2cccc(O)c2)cc1

(list continues)
ERG Ets-DNA blk	RGS4 inhibitor	APEX1 inh	LDHA block	ALOX12 inh	Pol kappa inh	Anesthetic bind	POLH inh	POLB inh	Compound
-12%	0%	1%	-9	-29%	1%	-16%	-9%	34%	O=C(NCc1ccccc1Cl)C1CCN(S(=O)(=O)c2ccc(F)cc2)CC1
-26%	-10%	?	-20	0%	-3%	30%	-7%	6%	C=CCN1C(=O)C(C)NC1=S (stereo not given)
-5%	-8%	0%	-12	-35%	0%	5%	-12%	-1%	Cc1c(NC(=O)C(C)OC(=O)c2sc3ccccc3c2Cl)c(=O)n(-c2ccccc2)n1C (stereo not given)
·	24%	8%	-8	-3%	-11%[60.1 µM]	-14%	-6%	19%	COc1ccc(S(=O)(=O)N2CC3C4C=CC(C4)C3C2)cc1 (stereo not given)
-4%	10%	-6%	-17	0%	-9%	-11%	-9%	6%	CCCOC(=O)c1ccc(OCC(O)CN2C(=O)NC(C)(C)C2=O)cc1 (stereo not given)
2%	7%	-2%	-8	164%[activator]	-7%	-2%	-12%	-1%	COc1ccc(S(=O)(=O)N2CCCC(C(=O)NCCC3=CCCCC3)C2)cc1 (stereo not given)
-1%	-16%	4%	-6	405%[activator]	-7%	0%	-4%	1%	COc1ccc2[nH]cc(C(O)CN3CCN(c4ccccc4F)CC3)c2c1 (stereo not given)
11%	0%	-1%	-10	164%[activator]	-5%	·	-6%	·	Cc1ccccc1-n1c(SCC(=O)c2c(N)n(C3CC3)c(=O)[nH]c2=O)nnc1N1CCOCC1
7%	18%	8%	-5	-19%	-9%	·	-15%	·	Cc1ccc(S(=O)(=O)N2CCN(C(=S)NCC3CCCO3)CC2)cc1 (stereo not given)
-4%	2%	·	-6	9%	-20%	·	5%	·	O=C(OCC1CCC=CO1)C1CCC=CO1 (stereo not given)
-4%	16%	2%	-4	?	-14%	-7%	-8%	-1%	O=C(NCC1CCCO1)C(C(=O)c1ccc(F)cc1)n1ccccc1=O (stereo not given)
1%	-10%	·	-7	-8%	11%	35%[activator]	-19%	1%	O=C(CCCn1c(=O)c2sccc2n(Cc2cccc(Cl)c2)c1=O)NCc1ccc2c(c1)OCO2
-2%	-15%	?	-11	?	-7%	-21%	-16%	-27%	Cc1cccc(S(=O)(=O)Nc2ccc(C)c3c2OC(C)(C)C3)c1
-1%	19%	4%	-1	-10%	-6%	?	-2%	-16%	NC(=O)c1ccc(Nc2ccc([N+](=O)[O-])cc2[N+](=O)[O-])cc1
-2%	20%	-2%	0	-4%	5%	-10%	-2%	-1%	O=C(C1CCCCN1S(=O)(=O)c1ccccc1[N+](=O)[O-])N1CCCCC1 (stereo not given)
·	-19%	39%[activator]	-7	24%	-15%	·	-18%	·	COc1cccc(C(=O)N2CCN(C(=O)C3CCCO3)CC2)c1 (stereo not given)
1%	-3%	4%	-5	-17%	-15%	·	-4%	·	CCOc1ccc(S(=O)(=O)NCCC(=O)NC(C)CCc2ccccc2)cc1 (stereo not given)
-8%	-24%	-1%	-9	-1%	-8%	-6%	-13%	0%[57.1 µM]	Cc1cccc(CSC(=N)N)c1
·	7%	18%	0	-2%	-5%	-15%	6%	26%	Cc1ccc(C(=O)c2ccc([N+](=O)[O-])cc2)cc1C
